# PTHR1 agonist: PTHR1 (human) receptor agonism | 410,000 tested, 0.075% active | Q03431 | HEK293 GP2 PTHR1 cells, GloSensor cAMP luminescence, 1 h | Potency, µM (top dose mostly 115 µM), for the others: at the highest dose activation, actives largely listed as activators | AID 743266; note: potency is the fitted concentration of half-maximal effect; nearly all actives have a fitted effect of over 55% in size; some results filed as inactive show a strong effect at the top dose; inactives centre near -15; many of its hits are not listed in these tables
# Target sequence (Q03431 whole entry, looked up): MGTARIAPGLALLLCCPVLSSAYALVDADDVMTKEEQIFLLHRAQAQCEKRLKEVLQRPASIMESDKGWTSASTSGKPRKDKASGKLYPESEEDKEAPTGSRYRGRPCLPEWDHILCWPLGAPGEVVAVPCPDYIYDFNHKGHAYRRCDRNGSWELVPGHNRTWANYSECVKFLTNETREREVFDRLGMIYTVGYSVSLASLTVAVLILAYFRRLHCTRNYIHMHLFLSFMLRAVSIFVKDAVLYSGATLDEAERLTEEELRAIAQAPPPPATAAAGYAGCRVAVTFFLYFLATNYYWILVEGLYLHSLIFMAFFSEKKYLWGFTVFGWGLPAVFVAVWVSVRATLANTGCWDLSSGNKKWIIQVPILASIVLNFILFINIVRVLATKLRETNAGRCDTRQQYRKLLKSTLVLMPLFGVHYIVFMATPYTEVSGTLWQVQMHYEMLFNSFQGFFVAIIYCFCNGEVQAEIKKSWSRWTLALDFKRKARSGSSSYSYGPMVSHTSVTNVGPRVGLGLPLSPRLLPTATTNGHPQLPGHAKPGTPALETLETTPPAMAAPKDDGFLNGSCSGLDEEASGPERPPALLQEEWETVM
#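 HEK-293-derived GP2 cells expressing PTHR1 and a GloSensor cAMP reporter, 3,000/well, plated overnight, given luciferin plus IBMX (each 0.5 mM as added) for 1 h at 37 °C, then compound for 1 h at 37 °C. Luminescence was read after 15 min at room temperature.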
# FUS yeast rescue: rescues growth of FUS-expressing yeast; 390,000 tested, 0.24% active; S. cerevisiae FUS-expressing, growth rescue, OD600, 24 h; Potency, µM (doses to about 76.6 µM), for the others: at the top dose growth rescue (activation), most hits filed as activators;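 note: potency is the fitted concentration of half-maximal effect; plate controls were DMSO vehicle for no effect and reference control for full effect; nearly all actives have a fitted effect of over 55% in size; some results filed as inactive show a strong effect at the top dose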
#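 Read-out: OD at 600 nm after 24hr at 30C, reporting rescue of FUS-induced yeast toxicity. Cells at OD 0.005 in galactose (2%) minimal medium; compounds tested in a dilution series; CP55940 titration from 92uM final as control.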
# GLP-1R inv ag: inverse agonists of human GLP-1 receptor | P43220 | HEK293 GLP-1R CRE-luciferase, luminescence, 24 h; GLP-1R form is constitutively active | Potency, µM (titrated, usually from 38.3 µM), without a hit: at the top dose activity change, negative = inhibition, most hits filed as inhibitors | 410,000 tested, 1.6% active; note: potency is the fitted concentration of half-maximal effect; % is set by controls: 0 for no effect and ±100 for the full control effect; nearly all actives have a fitted effect of over 55% in size
# Target sequence (P43220 whole entry, looked up): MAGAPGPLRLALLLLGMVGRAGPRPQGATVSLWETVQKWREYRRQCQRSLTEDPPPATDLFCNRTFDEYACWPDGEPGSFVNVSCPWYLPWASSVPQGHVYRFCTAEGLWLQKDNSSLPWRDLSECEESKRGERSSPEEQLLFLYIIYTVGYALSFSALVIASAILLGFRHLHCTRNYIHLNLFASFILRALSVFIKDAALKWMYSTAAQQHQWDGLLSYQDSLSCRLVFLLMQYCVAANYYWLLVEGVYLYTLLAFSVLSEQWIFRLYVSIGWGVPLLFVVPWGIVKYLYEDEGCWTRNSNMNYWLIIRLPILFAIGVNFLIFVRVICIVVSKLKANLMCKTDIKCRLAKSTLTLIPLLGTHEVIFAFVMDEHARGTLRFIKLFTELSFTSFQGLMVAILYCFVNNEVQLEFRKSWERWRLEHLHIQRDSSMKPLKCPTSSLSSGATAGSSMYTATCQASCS
#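 HEK293 cells stably co-expressing constitutively active GLP-1R and a cAMP-responsive luciferase reporter were seeded in DMEM with 10% Nu serum, given compounds after 12 h, and incubated 24 h at 37 deg C. Luminescence was then read.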
# pAkt inh: Akt phosphorylation inhibition; activity change, % for hits at 50 µM; Neuro2A IGF-stimulated pAkt S473 HTRF, 20 min; active compounds read low; 360,000 tested, 0.32% active; AID 651550; in the data active = activity change below about -80%; inconclusive = mostly about -51% to -80%; note: % is set by controls: 0 for no effect and ±100 for the full control effect
#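 Neuro2A cells in DMEM with 0.5% FBS, overnight at 37 deg C, given compound at single 50 µM final, then IGF (6 nM final) for 20 min at 37 deg C. Lysed; phospho-Akt Ser473 by HTRF after 24 h, 665/615 ratio.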
# Mm-Cpn inhibitor: M. maripaludis TRiC chaperonin inhibition; Potency, µM (series often up to 76.9 µM), for the others: at the highest dose activity, negative = inhibition, usual class: inhibitors; 330,000 tested, 0.031% active; purified Mm-Cpn ATPase, ADP Transcreener TR-FRET; note: potency is the fitted concentration of half-maximal effect; % is set by controls: 0 for no effect and ±100 for the full control effect; nearly all actives have a fitted effect of over 80% in size
#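 Purified archaeal Mm-CPN (25nM final) preincubated 10 min at 37degC with compound, then 10uM ATP for 30 min at 37degC; ADP measured by HTRF Transcreener TR-FRET; buffer 30 mM TRIS pH 7.4, 100mM KCl, 5mM MgCl2, 1mM DTT.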
# Abeta rescue: A-beta toxicity reversal in yeast. yeast expressing A-beta42, growth rescue, OD600, 48 h; response scale: 0% DMSO, 100% iron-clioquinol control. Potency, µM (titrated, usually from 46.1 µM), for inactives: at the highest dose growth rescue, most hits filed as activators. 410,000 tested, 0.063% active. AID 1347071; note: potency is the fitted concentration of half-maximal effect; nearly all actives have a fitted effect of over 55% in size
#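 Growth rescue measured by 600 nm absorbance after 48 h yeast culture at 30 C with compound. Values normalized between DMSO and an equimolar ferric chloride plus clioquinol control.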
# TDP43 rescue: TDP-43 toxicity inhibition in yeast | Potency, µM (top dose mostly 46.1 µM), without a hit: at the top dose growth rescue (activation), hits mostly activators | TDP-43 expressing yeast growth rescue, BacTiter-Glo, 24 h | 410,000 tested, 1.8% active; note: potency is the fitted concentration of half-maximal effect; % of control where 0% means no effect; nearly all actives have a fitted effect of over 50% in size
#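 Readout is BacTiter-Glo luminescence of cell growth, so inhibitors register as activators. TDP-43-expressing yeast at OD600=0.02 in galactose medium, after raffinose pregrowth to mid-log, were incubated with compound for 24 hr at 30 deg C.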
# GLP1R cytotox: cytotoxic in the GLP-1 receptor inverse agonist counter-screen | HEK293 cAMP-luciferase reporter cells, luminescence, 24 h | Potency, µM (titrated, usually from 38.3 µM), without a hit: at the highest dose activity change, negative = inhibition, hits mostly inhibitors | 410,000 tested, 0.13% active | AID 624418;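 note: loss of luciferase light is scored as toxicity; potency is the fitted concentration of half-maximal effect; % is set by controls: 0 for no effect and ±100 for the full control effect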
#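 Cells in DMEM/10% Nu serum/1% pen-strep, 1536-well format. Pre-incubated 12 h, dosed with 23 nL compound, incubated a further 24 h. Luciferase detection, 12 min at room temp, luminescence.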
# aSyn rescue: alpha-synuclein toxicity inhibition in yeast. Potency, µM (highest dose often 46.1 µM), without a hit: at the highest dose growth rescue (activation), actives largely listed as activators. Yeast expressing alpha-synuclein, growth rescue, BacTiter-Glo, 24 h. AID 652106. 370,000 tested, 0.14% active; note: potency is the fitted concentration of half-maximal effect; % of control where 0% means no effect; nearly all actives have a fitted effect of over 65% in size
#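 Galactose-induced alpha-syn yeast (OD600=0.02, raffinose-pregrown) + pinned cpd, 24 hr, 30 deg C; growth by BacTiter-Glo luminescence. Growth restoration scores as activation.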
# Numbers without * were called inactive; i = inactive; u = inconclusive; x = not tested or not shown; & = joins results of further samples; [ ] = dose if it differs, or a comment. Unless noted, calls come from the whole dose curve; as a rule, active = well fitted curve in the direction sought with a large enough effect; inconclusive = small, poorly fitted or top-dose-only effect, or another doubt; inactive = no such curve, though single readings can be large; an effect the other way counts as inactive or inconclusive. Not all compounds are listed, so the mix of outcomes need not match the whole.
# Preview (4 entries):
SMILES,PTHR1 agonist,FUS yeast rescue,GLP-1R inv ag,pAkt inh,Mm-Cpn inhibitor,Abeta rescue,TDP43 rescue,GLP1R cytotox,aSyn rescue
CN1CCC(N(C)c2nc(-c3ccccc3)nc3ccccc23)CC1,i,10%,u,i,-5%,-13%,-30%,-1%,-7%
O=C(N/N=C\C1C(=O)NC(=S)N(c2ccccc2)C1=O)c1ccc(O)cc1 (stereo unspecified),-6%,38%,8%,i,-1%,-5%,-6%[9.22 µM],-2%,-4%
COc1cc(C2SCC(=O)Nc3c2c(C)nn3-c2ccccc2)cc(OC)c1OC (stereo unspecified),-9%,8%,4%,i,1%,-10%,19%,-24%,-2%
O=C(NC(=C(Cl)Cl)P(=O)(c1ccccc1)c1ccccc1)c1ccccc1,i,8%,3%,i,0%,13%,15%,3%[1.53 µM],2%

# The listing, previewed entries included:
SMILES,PTHR1 agonist,FUS yeast rescue,GLP-1R inv ag,pAkt inh,Mm-Cpn inhibitor,Abeta rescue,TDP43 rescue,GLP1R cytotox,aSyn rescue
CN1CCC(N(C)c2nc(-c3ccccc3)nc3ccccc23)CC1,i,10%,u,i,-5%,-13%,-30%,-1%,-7%
O=C(N/N=C\C1C(=O)NC(=S)N(c2ccccc2)C1=O)c1ccc(O)cc1 (stereo unspecified),-6%,38%,8%,i,-1%,-5%,-6%[9.22 µM],-2%,-4%
COc1cc(C2SCC(=O)Nc3c2c(C)nn3-c2ccccc2)cc(OC)c1OC (stereo unspecified),-9%,8%,4%,i,1%,-10%,19%,-24%,-2%
O=C(NC(=C(Cl)Cl)P(=O)(c1ccccc1)c1ccccc1)c1ccccc1,i,8%,3%,i,0%,13%,15%,3%[1.53 µM],2%
NP(=O)(OCC(F)(F)F)Oc1ccccc1 (stereo unspecified),-86%,u,0%,i,x,-11%,-14%,2%,0%
NS(=O)(=O)c1ccc(N/N=C/c2ccc(O)cc2O)c([N+](=O)[O-])c1,-5%,37%,104%[activator],i,-1%,9%,-6%,u,-7%
Cc1cccc(N2CCN(CCc3ccccc3)CC2)c1C,-22%,x,u,i,2%,-6%,13%,u,5%
CCOC(=O)c1c(/N=C/C2C(=O)NC(=S)NC2=O)sc2c1CCC2,6%,30%,7%,i,-1%,-18%,-10%,1%,-4%
Cc1ccc(NC(=O)N2CC2)cc1NC(=O)N1CC1,i,17%,23%,i,x,2%,-2%,-4%,11%
O=C1NC(=O)C(Cc2ccccc2)C(=O)N1,5%,-3%,24%,i,x,-7%,-9%,5%,-5%
Cc1nn(C(C)(C)C)c(C)c1/C=N/OC(=O)Nc1ccc(Cl)cc1,-42%[inhibitor],16%,-88%,i,-4%,-2%,u,5%,-2%
C[C@@H]1CN([C@@H](C)CO)C(=O)c2c(c3ccccc3n2C)-c2ccccc2CO[C@H]1CN(C)S(=O)(=O)c1ccc(C(F)(F)F)cc1,-48%[inhibitor],26%,-12%,i,x,-4%,19%,2%,1%
CN1C(=O)C(=Cc2cccnc2)C(=O)N(C)C1=O,i,1%,7%,i,3%,19%,-3%,-5%,0%
CC1CC=CCC12C(=O)NC(=S)NC2=O (stereo unspecified),-24%,x,2%,i,x,-3%,-6%,-11%,6%
CCOc1ccc(C(=O)NC2CC3CCCC(C2)N3Cc2ccccc2)cc1 (stereo unspecified),-23%,23%,u,i,0%,-9%,1%,8%,-1%
COc1ccc(-n2c(O)c(/C(C)=N/Nc3ccccc3)c(=O)[nH]c2=O)cc1,-20%,u,u,i,1%,2%,5%,u,13%
O=c1[nH]c2ccccc2n1C1CCN(C(CCc2ccccc2)c2nnnn2C2CCCC2)CC1 (stereo unspecified),-15%,u,u,i,x,-8%,8%,-20%,0%
C=CCn1c(O)c(/C=C2\C=Nc3ccccc32)c(=O)[nH]c1=O,i,14%,17%,i,u,-10%,-5%,-9%,-4%
COc1ccc(CN2CCNCC2)c(OC)c1OC,-19%&-21%,-17%&-32%,9%&9%,i,1%&-3%,-11%&-22%,u,0%&4%,1%&-8%
COc1ccc(C2C3C=CC(C3)C2C(=O)O)cc1 (stereo unspecified),-24%,-10%,14%,i,x,-12%,u,1%,u
O=C(CCn1c(=O)oc2ccccc21)N1CCC2(CC1)OCCO2,i,9%,28%,i,2%,0%,0%,23%,0%
O=C(C(=O)N1CCOCC1)c1cn(Cc2ccc(F)cc2)c2ccccc12,i,17%,u,i,0%,-10%,-18%,-4%,14%
CCN1CCN(S(=O)(=O)c2ccc(Cl)nc2)CC1,u,-13%,0%,i,-3%,13%,-23%,-1%,-1%
O=C(CCN1CC1)OCCOC(=O)CCN1CC1,i,10%,-14%,i,x,2%,14%,u,1%
Cc1ccccc1NC(=O)C(=Cc1ccc(C(=O)O)cc1)C(=O)Nc1ccccc1C,-34%,8%,6.3µM*,i,-2%,-27%,-18%,u,16%
Cn1c(=O)oc2cc(S(=O)(=O)NCc3cccnc3)ccc21,i,11%,10%,i,2%,1%,-23%,u,-1%
O=S(=O)(c1ccc(Cl)cc1Cl)N1CCCC1c1cccnc1 (stereo unspecified),0%,2%,-2%,i,0%,-22%,0%,-4%,u
Cc1ccccc1CN1CCN(C(=O)Cc2ccccc2)CC1,-5%,17%,u,i,-1%,-3%,-6%,0%,0%
COc1ccccc1CNc1nc(NCc2ccccc2SC)c2sccc2n1,-92%[inhibitor],10%,u,i,x,-1%,-5%,-26%,-12%
COc1cccc(N2C(=O)NC(=O)/C(=C/c3ccc4c(c3)Cc3ccccc3-4)C2=O)c1,i,21%,-43%[7.66 µM],i,-2%,-10%,u,-31%[7.66 µM],-30%
c1ccc(C(c2ccccc2)c2cccnc2)cc1,-21%,u,u,i,x,17%,-3%,-5%,u
CC(C)(C)c1ccc(CSc2cnn(C(C)(C)C)c(=O)c2Cl)cc1,-19%,-27%,-26%,i,-7%,2%,-10%,7%,-1%
CC(C)C1C(C#N)=C(N)Oc2c1c(=O)oc1ccccc21 (stereo unspecified),i,-36%,13%,i,x,5%,6%,1%,4%
CCCCCn1c(=O)c(C(=O)NCCc2ccccc2)c(O)c2ccccc21,i,-11%,-11%,i,1%,-26%,2%,19%,7%
CCN1C(=O)CC(c2cccnc2)=Nc2ccccc21,-90%[inhibitor],-35%,0%,i,-15%,-5%,22%,0%,1%
CCOC(=O)C1(CCOc2ccccc2)CCN(Cc2cccc(O)c2)CC1,-12%,-10%,u,i,-5%,0%,-7%,-18%,0%
Cn1c(O)c(C=NCCN2CCNCC2)c(=O)n(C)c1=O,i,8%,5%,i,-3%,9%,8%,-1%,5%
CCOc1ccc(S(=O)(=O)N(CC(=O)NCCc2ccc(OC)c(OC)c2)c2ccccc2)cc1,i,-11%,u,x,x,-1%,0%,-15%,x
Cn1c2ccccc2c2c(C(=O)N3CCC4(CC3)OCCO4)cn(C3CCCCC3)c(=O)c21,-48%[inhibitor],22%,u,i,0%,-27%,21%,5%,14%
CCCCCCCCCn1c2c(c(=N)c3c1CCC3)CCCC2,-95%[inhibitor],40%,u,i,1%,-88%[inhibitor],-48%[inhibitor],u,-62%[inhibitor]
COc1cc(-c2ccc(=O)[nH]n2)ccc1OC(F)F,1%,-26%,50%[activator],i,1%,-12%,0%,-8%,4%
CCn1ccnc1CN1CCCC(C(=O)c2ccc(SC)cc2)C1 (stereo unspecified),i,38%,u,i,1%,-4%,-19%,13µM*,-8%
COP(=O)(OC)C(Nc1ccccn1)c1ccccc1 (stereo unspecified),i,x,-2%,i,0%,11%,25%,2%,2%
C[C@]12CC[C@@H](O)CC1=CCC1C2CC[C@@]2(C)C1CC[C@@H]2O (stereo partly specified),-1%,-38%,6%,i,x,-15%,-6%,5%,8%
NS(=O)(=O)c1ccc(N2CCNCC2)cc1,i,10%,9%,i,-22%,3%,-21%,10%,-1%
c1ccc(/N=C2\N=C(Nc3ccccn3)c3ccccc32)nc1,-14%,10%,u,i,x,-20%,24%,0%,2%
Cc1csc(=N)n1Cc1ccccc1,i,x,-16%,i,2%,10%,3%,-4%,-7%
CCc1ccc(OCC(=O)NC(NC(=S)Nc2ccccc2C)C(Cl)(Cl)Cl)cc1 (stereo unspecified),-12%,13%,u,i,0%,2%,5%,u,0%
CC(C)C1CN1CC(O)Cn1ccnc1[N+](=O)[O-] (stereo unspecified),16%,-14%,26%,i,x,-18%,-6%,1%,-1%
CC(C)N1CCC2(CC1)NC(CO)(CO)CO2,i,8%,1%,i,0%,0%,0%,8%,-4%
NC(=S)NN=C1C2CC3CC(C2)CC1C3,i,-3%,u,i,-5%,-17%,-10%[0.397 µM],u,6%
C[N+]1(C)C2CCC1CC(OC(=O)c1ccccc1)C2 (stereo unspecified),5%,-13%,1%,i,0%,0%,8%,-8%,2%

# Pulled one by one from the entries so far:
SMILES,PTHR1 agonist,FUS yeast rescue,GLP-1R inv ag,pAkt inh,Mm-Cpn inhibitor,Abeta rescue,TDP43 rescue,GLP1R cytotox,aSyn rescue
CC(C)N1CCC2(CC1)NC(CO)(CO)CO2,i,8%,1%,i,0%,0%,0%,8%,-4%
NC(=S)NN=C1C2CC3CC(C2)CC1C3,i,-3%,u,i,-5%,-17%,-10%[0.397 µM],u,6%
CCc1ccc(OCC(=O)NC(NC(=S)Nc2ccccc2C)C(Cl)(Cl)Cl)cc1 (stereo unspecified),-12%,13%,u,i,0%,2%,5%,u,0%

# Screens deposited in PubChem BioAssay by National Center for Advancing Translational Sciences (NCATS).
